ALOX12 inhib: 12-hLO (ALOX12) enzyme inhibition. P18054. purified 12-hLO, xylenol orange hydroperoxide absorbance. Potency, µM (series often up to 57.1 µM), for inactives: at the top dose activity change, negative = inhibition, most hits filed as inhibitors. 0.12% of 150,000 active; further: potency means the concentration at half of the fitted maximal effect; nearly all actives have a fitted effect of over 55% in size; many of its hits are not listed in these tables
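Purified human 12hLO (150 nM final) was preincubated with compounds for 15 min at room temperature in 25 mM Hepes pH 7.0, 0.01% Triton X-100, then reacted with 40 uM arachidonic acid for 30 min. Hydroperoxide was detected with ferrous iron/xylenol orange.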
IMPase inh: membrane-permeable compound that blocks inositol monophosphatase; CHO-M1 cells, IP1 accumulation, HTRF TR-FRET ratio; inhibition (IP1 accumulation), % at 46.1 µM; 120,000 tested, under 10 active; active means well fitted curve in the direction sought with a large enough effect in the signal ratio, not every such curve was filed as active; inconclusive means small, poorly fitted or top-dose-only effect, or a change in a side signal; inactive means no such curve, though single readings can be large or run the other way; the % refers to the signal ratio;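 further: cells stimulated with carbachol in lithium chloride buffer; plate controls were DMSO basal wells for no effect and reference inhibitor wells for full effect; higher means more IMPase inhibition seen as more IP1 and lower FRET ratio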
Target sequence (P97697 whole entry, looked up): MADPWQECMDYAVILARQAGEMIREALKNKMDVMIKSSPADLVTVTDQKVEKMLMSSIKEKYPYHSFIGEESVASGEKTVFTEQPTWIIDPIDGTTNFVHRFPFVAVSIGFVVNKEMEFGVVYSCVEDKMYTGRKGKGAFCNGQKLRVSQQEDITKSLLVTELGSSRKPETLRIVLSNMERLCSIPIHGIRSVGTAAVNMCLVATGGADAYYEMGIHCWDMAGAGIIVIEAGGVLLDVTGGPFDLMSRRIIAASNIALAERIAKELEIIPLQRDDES
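Carbachol-driven Gq signalling in CHO-M1 cells (2000/well) generates IP1. Compounds that block IMPase raise IP1 and so reduce the FRET signal from Eu-anti-IP1 and d2-IP1 after a 10 min room-temperature lysis.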
PNC assembly inh: inhibitors of perinucleolar compartment assembly; activity change (PNC), negative = inhibition, % at 10 µM; 3.1% of 140,000 active; AID 2417; PC3M PTB-GFP, PNC prevalence imaging, 16 h; stronger effect = lower value;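 active means readout at or below -70, meaning at least 70% loss of cells showing the perinucleolar compartment, a nuclear body marking cancer cells; inconclusive means readout between -30 and a set limit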;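 further: plate controls were DMSO wells for no effect and camptothecin positive control wells for full effect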
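Compounds are pinned in duplicate onto adhered PC3M cells stably expressing GFP-tagged PTB and incubated 16 h at 37 C. Cells are then fixed, nuclei stained with Hoechst, and PNC-positive cells counted.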
15-hLO-2 inh: inhibitors of human 15-lipoxygenase 2 (ALOX15B); O15296; purified 15hLO-2, xylenol orange hydroperoxide absorbance; Potency, µM (highest dose often 57.1 µM), for inactives: at the highest dose activity change, negative = inhibition, most hits filed as inhibitors; 0.56% of 110,000 active; AID 881; further: potency means the concentration at half of the fitted maximal effect; nearly all actives have a fitted effect of over 60% in size; many of its hits are not listed in these tables
Target sequence (O15296 whole entry, looked up): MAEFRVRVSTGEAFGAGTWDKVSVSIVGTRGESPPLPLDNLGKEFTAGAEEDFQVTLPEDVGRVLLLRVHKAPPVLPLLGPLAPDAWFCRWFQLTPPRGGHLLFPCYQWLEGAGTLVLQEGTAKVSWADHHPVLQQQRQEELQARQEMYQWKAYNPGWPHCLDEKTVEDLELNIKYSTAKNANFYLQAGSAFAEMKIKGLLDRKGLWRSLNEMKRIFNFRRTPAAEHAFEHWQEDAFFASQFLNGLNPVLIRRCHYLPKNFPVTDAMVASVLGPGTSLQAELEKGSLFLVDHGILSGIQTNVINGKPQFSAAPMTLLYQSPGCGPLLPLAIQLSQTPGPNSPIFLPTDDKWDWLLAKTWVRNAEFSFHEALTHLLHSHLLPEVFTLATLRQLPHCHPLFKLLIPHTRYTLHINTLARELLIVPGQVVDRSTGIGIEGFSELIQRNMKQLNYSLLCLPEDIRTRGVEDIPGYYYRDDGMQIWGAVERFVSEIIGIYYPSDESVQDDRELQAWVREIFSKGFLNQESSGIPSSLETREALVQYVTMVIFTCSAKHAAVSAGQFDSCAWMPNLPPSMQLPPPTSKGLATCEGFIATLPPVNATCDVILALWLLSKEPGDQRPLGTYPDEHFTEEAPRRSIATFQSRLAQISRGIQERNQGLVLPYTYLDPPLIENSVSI
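Read-out: hydroperoxide product oxidises ferrous iron, measured as xylenol orange complex via the 573-to-405 nm absorbance ratio after 30 min. Reaction: 50 nM enzyme, 15 min compound preincubation, 45 uM arachidonic acid, 90 min RT, Hepes pH 7.5 with Triton X-100.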
The depositor's hits bear a star; [ ] = remark or other dose. Unless noted, the call rests on the fitted dose curve; in most records, active means well fitted curve in the direction sought with a large enough effect; inconclusive means small, poorly fitted or top-dose-only effect, or another doubt; inactive means no such curve, though single readings can be large; an effect the other way counts as inactive or inconclusive. Unless noted, on the % scale 0 is the no-effect control and ±100 the full control effect. Rows were taken by chance. About 3.1% of those tested had a hit in this group.

What do the screens show for `COc1ccc(C(=O)CSc2nc(C)cc(=O)[nH]2)cc1`?
ALOX12 inhib: -3%; IMPase inh: -6; PNC assembly inh: -22; 15-hLO-2 inh: -4%

What do the screens show for `COc1ccc(NC(=O)Nc2cccc(C(=O)N3CCOCC3)c2)cc1OC`?
ALOX12 inhib: -6%; IMPase inh: -11; PNC assembly inh: -28; 15-hLO-2 inh: -6%

How did Cc1sc2nc(SCC(=O)NCc3ccco3)[nH]c(=O)c2c1C do in these assays?
ALOX12 inhib: -8%; IMPase inh: 10; PNC assembly inh: 13; 15-hLO-2 inh: -1%

How did N#CC1(C#N)C(c2ccccc2)OC23CCCCC2C1(C#N)C(=N)O3 (stereo unspecified) do in these assays?
ALOX12 inhib: 1%; PNC assembly inh: 57

How did O=C1c2cccnc2C(O)N1Cc1cccs1 (stereo unspecified) do in these assays?
ALOX12 inhib: -6%; IMPase inh: -3; PNC assembly inh: 21; 15-hLO-2 inh: 6%

What do the screens show for `CCOC(=O)Cc1csc(NC(=O)CCN2C(=O)c3ccccc3C2=O)n1`?
ALOX12 inhib: -3%; IMPase inh: 2; PNC assembly inh: 7; 15-hLO-2 inh: -5%

What do the screens show for `Oc1ccc(Br)cc1/C=N/N1CCN(Cc2ccccc2)CC1`?
ALOX12 inhib: -5%; IMPase inh: 6; PNC assembly inh: 65; 15-hLO-2 inh: 27%

What do the screens show for `CC(C)(C)c1ccc(C2C3=C(CCCC3=O)NC3=C2C(=O)c2ccccc23)cc1` (stereo unspecified)?
ALOX12 inhib: -3%; IMPase inh: 8; PNC assembly inh: 65; 15-hLO-2 inh: inconclusive

What do the screens show for `Cc1cc2c(c(C)nn2-c2ccccc2)c(=O)o1`?
ALOX12 inhib: -2%; IMPase inh: -3; PNC assembly inh: inconclusive; 15-hLO-2 inh: 2%

What do the screens show for `c1ccc2cc(NCNc3ccc4ccccc4c3)ccc2c1`?
ALOX12 inhib: 1%[11.4 µM]; 15-hLO-2 inh: -28%[11.4 µM]

Next section; it opens with the two that closed the last part.
What do the screens show for `Cc1cc2c(c(C)nn2-c2ccccc2)c(=O)o1`?
ALOX12 inhib: -2%; IMPase inh: -3; PNC assembly inh: inconclusive; 15-hLO-2 inh: 2%

What do the screens show for `c1ccc2cc(NCNc3ccc4ccccc4c3)ccc2c1`?
ALOX12 inhib: 1%[11.4 µM]; 15-hLO-2 inh: -28%[11.4 µM]

How did Cc1cc(Oc2ccc(C(C)(C)C)cc2)nc(N2CCOCC2)n1 do in these assays?
ALOX12 inhib: -3%; IMPase inh: 3; PNC assembly inh: inconclusive; 15-hLO-2 inh: 15%

How did CC(NC(=O)c1ccc(S(=O)(=O)N(C)C)cc1)c1ccccc1 (stereo unspecified) do in these assays?
ALOX12 inhib: -6%; IMPase inh: 8; PNC assembly inh: inconclusive; 15-hLO-2 inh: 3%

How did CC(=O)c1cccc(NC(=O)COC(=O)[C@@H](NC(=O)OCc2ccccc2)C(C)C)c1 do in these assays?
ALOX12 inhib: 2%; IMPase inh: -5; PNC assembly inh: inconclusive

Results for CCOC(=O)CSc1n[nH]c(NC(=O)c2cccc(C(F)(F)F)c2)n1 ?
ALOX12 inhib: 4%; IMPase inh: -3; PNC assembly inh: -2; 15-hLO-2 inh: -3%

Results for CCn1c(O)c(/C=N/n2cnnc2)sc1=S ?
ALOX12 inhib: -3%; IMPase inh: inconclusive; PNC assembly inh: 22; 15-hLO-2 inh: -14%

Results for O=C(Cc1ccc(Cl)cc1)Nc1ccccc1CO ?
ALOX12 inhib: -7%; IMPase inh: 0; PNC assembly inh: -87*; 15-hLO-2 inh: 2%

What do the screens show for `O=C(O)CP(=O)(O)O`?
ALOX12 inhib: 0%; IMPase inh: -1; PNC assembly inh: 20; 15-hLO-2 inh: -3%[11.4 µM]

What do the screens show for `O=C(CN1CCC(n2nnc3cc(F)ccc32)CC1)NCCc1ccccc1`?
ALOX12 inhib: 0%; IMPase inh: 11; PNC assembly inh: -4

What do the screens show for `CCOC(=O)c1ccc(N2Cc3ccccc3C2)cc1O`?
ALOX12 inhib: -4%; IMPase inh: -10; PNC assembly inh: inconclusive; 15-hLO-2 inh: -21%

What do the screens show for `Cc1cc(C(=O)COC(=O)Cn2cnc3c2c(=O)n(C)c(=O)n3C)c(C)n1C`?
ALOX12 inhib: -6%; IMPase inh: 3; PNC assembly inh: 31; 15-hLO-2 inh: 2%

An excerpt from above in order of SMILES length, ascending:
What do the screens show for `O=C(O)CP(=O)(O)O`?
ALOX12 inhib: 0%; IMPase inh: -1; PNC assembly inh: 20; 15-hLO-2 inh: -3%[11.4 µM]

Results for O=C(Cc1ccc(Cl)cc1)Nc1ccccc1CO ?
ALOX12 inhib: -7%; IMPase inh: 0; PNC assembly inh: -87*; 15-hLO-2 inh: 2%

How did N#CC1(C#N)C(c2ccccc2)OC23CCCCC2C1(C#N)C(=N)O3 (stereo unspecified) do in these assays?
ALOX12 inhib: 1%; PNC assembly inh: 57

Later entries.
Results for CCOC(=O)C(C)Sc1ncnc2c1nnn2-c1ccc(F)cc1 (stereo unspecified) ?
ALOX12 inhib: -9%; IMPase inh: 4; PNC assembly inh: 18; 15-hLO-2 inh: 3%

What do the screens show for `S=C(NCCc1ccccc1)N1CCN(Cc2ccccc2)CC1`?
ALOX12 inhib: -7%; PNC assembly inh: 29

What do the screens show for `COC(=O)c1c(N2C(=O)[C@H]3[C@@H](C2=O)[C@]2(C(=O)Nc4c(C)cccc42)N2CCC[C@@H]32)sc(C)c1C`?
ALOX12 inhib: -1%; PNC assembly inh: 37

Results for O=C(c1ccncc1)N1CCC2(CC1)CN(c1ccc(-c3ccccc3)cc1)C2 ?
ALOX12 inhib: 3%; 15-hLO-2 inh: -26%

Results for CCC(Sc1nnnn1-c1ccccc1)C(=O)Nc1nc2ccccc2s1 (stereo unspecified) ?
ALOX12 inhib: -10%; IMPase inh: 5; PNC assembly inh: -100*

What do the screens show for `Cc1noc(C)c1C(=O)N1CCN(Cc2ccccc2)CC1`?
ALOX12 inhib: -1%; IMPase inh: 1; PNC assembly inh: -9; 15-hLO-2 inh: 1%

What do the screens show for `Cn1ncc(Br)c1C(=O)OCC(=O)Nc1nc(-c2ccccc2)cs1`?
ALOX12 inhib: -2%; IMPase inh: 22; PNC assembly inh: inconclusive

Results for CCOc1ccc(N2C(=O)CC(N(CCc3ccc(OC)c(OC)c3)C(=S)Nc3ccccc3)C2=O)cc1 (stereo unspecified) ?
ALOX12 inhib: -10%; IMPase inh: -7; PNC assembly inh: -22

What do the screens show for `O=C(CN(Cc1ccco1)C(=O)c1cc(=O)[nH]c2ccccc12)Nc1ccccc1Br`?
ALOX12 inhib: -3%; IMPase inh: 0; PNC assembly inh: inconclusive

How did CCN(CC)S(=O)(=O)c1ccc2[nH]cc(C(=O)NCCN3CCCCCC3)c(=O)c2c1 do in these assays?
ALOX12 inhib: 6%; IMPase inh: 7; PNC assembly inh: -18; 15-hLO-2 inh: 14%

Results for O=C(CCn1nc(-c2ccc(Cl)cc2)c2ccccc2c1=O)NCCN1CCOCC1 ?
ALOX12 inhib: 4%; IMPase inh: 5; PNC assembly inh: 42; 15-hLO-2 inh: 19%

What do the screens show for `Cc1ccc2c(Cl)c(C(=O)Nc3cc(C)on3)sc2c1`?
ALOX12 inhib: 4%; IMPase inh: -19; PNC assembly inh: 12; 15-hLO-2 inh: 0%

Results for COc1ccc(-c2cc(C(=O)Nc3nc4c(C)cccc4s3)c3ccccc3n2)cc1OC ?
ALOX12 inhib: -3%; IMPase inh: 0; PNC assembly inh: 61; 15-hLO-2 inh: 29%

What do the screens show for `O=C(CSc1nc2c(c(=O)[nH]1)CN(Cc1ccc(F)cc1)CC2)Nc1ccc(F)cc1`?
ALOX12 inhib: -3%; PNC assembly inh: 4

What do the screens show for `Cc1cccc(OCc2nnc(SCc3cc(=O)n4cc(Br)ccc4n3)o2)c1`?
ALOX12 inhib: -5%; IMPase inh: -12; PNC assembly inh: 12; 15-hLO-2 inh: -2%

What do the screens show for `COC(=O)[C@@H]1C[C@@]2(O)[C@H](O)[C@H](O)[C@H](O)C[C@H]2N1Cc1ccc(N2CCN(C)CC2)cc1`?
ALOX12 inhib: -1%; 15-hLO-2 inh: 18%

Results for COc1ccc(-c2noc(-c3ccccc3F)n2)cc1 ?
ALOX12 inhib: -2%; IMPase inh: -6; PNC assembly inh: 5; 15-hLO-2 inh: 10%

Results for Cc1cc(NC(=O)c2ccc3nc(-c4ccccc4)c(-c4ccccc4)nc3c2)no1 ?
ALOX12 inhib: -9%; IMPase inh: 5; PNC assembly inh: 21; 15-hLO-2 inh: -3%

Results for COc1ccc(-c2csc(N3CCC(c4ccccc4)C3)n2)cc1 (stereo unspecified) ?
ALOX12 inhib: 4%; IMPase inh: 4; PNC assembly inh: 5; 15-hLO-2 inh: 6%

What do the screens show for `CCC(Sc1nnnn1-c1ccccc1)C(=O)NC(C)c1ccccc1` (stereo unspecified)?
ALOX12 inhib: -8%; IMPase inh: -6; PNC assembly inh: inconclusive; 15-hLO-2 inh: 4%

Results for Cc1nc(N2CCOCC2)nc(N2CCCC2)c1[N+](=O)[O-] ?
ALOX12 inhib: -1%; PNC assembly inh: -18

How did CSc1nc2ccccc2cc1/C=C(\C#N)c1cccc(Cl)c1 do in these assays?
ALOX12 inhib: -3%; IMPase inh: 3; PNC assembly inh: 27; 15-hLO-2 inh: -3%

What do the screens show for `CCCCN(C)C(=O)c1ccc(CS(=O)(=O)c2ccccc2C)o1`?
ALOX12 inhib: -3%; IMPase inh: 6; PNC assembly inh: 5

What do the screens show for `O=C(O[C@@H]1OC2COC(=O)c3cc(O)c(O)c(O)c3-c3c(cc(O)c(O)c3O)C(=O)O[C@@H]([C@H]1O)[C@@H]2O)c1cc(O)c(O)c(O)c1`?
ALOX12 inhib: -7%; PNC assembly inh: 48

Results for O=C(CCCCCN1C(=O)c2ccccc2C1=O)Nc1ccc(S(=O)(=O)N2CCCCC2)cc1 ?
ALOX12 inhib: 0%; IMPase inh: -6; PNC assembly inh: 43; 15-hLO-2 inh: -6%

What do the screens show for `Cc1cc(C(=O)N/N=C/c2cc(Br)ccc2OC(=O)c2ccccc2)n[nH]1`?
ALOX12 inhib: -6%; IMPase inh: 2; PNC assembly inh: -24; 15-hLO-2 inh: -8%

How did COc1ccc(C(=O)Nc2ccc3[nH]c(-c4cccc(OC)c4)cc(=O)c3c2)cc1 do in these assays?
ALOX12 inhib: -2%[0.00818 µM]; PNC assembly inh: -119*; 15-hLO-2 inh: -3%[0.0915 µM]

Results for O=C(Cc1cccs1)Nc1nnc(SCC(=O)N2CCCCC2)s1 ?
ALOX12 inhib: 2%; IMPase inh: 1; PNC assembly inh: inconclusive; 15-hLO-2 inh: -6%

How did CCOC(=O)c1c(-c2ccccc2)oc2ccc(O)c(CN3CCN(C)CC3)c12 do in these assays?
ALOX12 inhib: 3%; PNC assembly inh: -114*

What do the screens show for `CCN(CC)CCCN(C(C)=O)c1nc(-c2cc(OC)ccc2OC)cs1`?
ALOX12 inhib: 3%; IMPase inh: 7; PNC assembly inh: 0; 15-hLO-2 inh: 6%

Results for O=C(c1csc2ccccc12)N1CCN(c2ccc(Cl)c(Cl)c2)CC1 ?
ALOX12 inhib: -8%; IMPase inh: 8; PNC assembly inh: 117; 15-hLO-2 inh: -18%

How did COc1ccc(-c2nnc3sc(-c4ccco4)nn23)cc1OC do in these assays?
ALOX12 inhib: -8%; IMPase inh: 9; PNC assembly inh: -18; 15-hLO-2 inh: -1%

Assay outcomes (PubChem BioAssay)
